Compound activity: PubChem, several laboratories
NPR1 activator – GC-A (human) enzyme activation | AID 1671463 | 370,000 tested, 0.14% active | activation, % at 10 µM | HEK293 GC-A cells, cGMP TR-FRET, EC30 ANP; 0% at EC30 ANP, 100% saturating ANP; in the data active = activation above about 40%
Target sequence (P16066 whole entry, looked up): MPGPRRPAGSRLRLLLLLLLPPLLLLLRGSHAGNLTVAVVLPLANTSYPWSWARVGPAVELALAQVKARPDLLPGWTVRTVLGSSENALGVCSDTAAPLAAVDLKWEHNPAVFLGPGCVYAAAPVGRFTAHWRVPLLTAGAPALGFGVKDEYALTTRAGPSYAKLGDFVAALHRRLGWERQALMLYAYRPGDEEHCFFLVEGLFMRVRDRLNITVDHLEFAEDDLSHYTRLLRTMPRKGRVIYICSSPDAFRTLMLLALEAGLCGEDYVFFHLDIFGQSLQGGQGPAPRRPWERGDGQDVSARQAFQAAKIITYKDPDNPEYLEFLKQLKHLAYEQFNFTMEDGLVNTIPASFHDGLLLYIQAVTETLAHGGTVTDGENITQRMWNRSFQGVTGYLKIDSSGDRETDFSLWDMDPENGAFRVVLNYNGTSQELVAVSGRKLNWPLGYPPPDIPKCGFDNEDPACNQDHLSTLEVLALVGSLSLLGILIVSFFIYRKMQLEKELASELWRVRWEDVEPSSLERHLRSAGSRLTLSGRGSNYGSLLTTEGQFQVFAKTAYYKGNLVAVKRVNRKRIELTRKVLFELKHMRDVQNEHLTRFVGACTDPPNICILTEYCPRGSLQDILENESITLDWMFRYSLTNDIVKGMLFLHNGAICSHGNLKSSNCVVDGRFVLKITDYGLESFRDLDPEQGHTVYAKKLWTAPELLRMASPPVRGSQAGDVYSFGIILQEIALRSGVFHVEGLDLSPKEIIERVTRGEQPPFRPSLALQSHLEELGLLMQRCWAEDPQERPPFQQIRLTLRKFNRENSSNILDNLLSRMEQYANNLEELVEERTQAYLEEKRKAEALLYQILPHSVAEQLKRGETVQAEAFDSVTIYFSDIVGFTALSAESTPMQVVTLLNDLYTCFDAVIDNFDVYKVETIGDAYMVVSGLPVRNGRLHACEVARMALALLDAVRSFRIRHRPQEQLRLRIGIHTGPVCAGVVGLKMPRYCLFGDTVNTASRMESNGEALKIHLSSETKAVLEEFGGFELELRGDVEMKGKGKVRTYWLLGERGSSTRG
Tn6 DDE FP – disrupts Tn6 cyclic peptide binding to fibrin D-Dimer-E complex. P02675. Fibrin DD(E) TRITC-Tn6 fluorescence polarization displacement. inhibition, % at 8.3 µM. 370,000 tested, 0.21% active;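 active = inhibition above a per-campaign cutoff: mean of compounds within control limits plus 3 SD, cut at about 15% in these data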;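 also: 0% = median of all compound wells on the plate and 100% = blocking peptide control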
ASAP1 GAP inh – ASAP1 ArfGAP inhibition. 360,000 tested, 0.19% active. ASAP1-stimulated ARF1 GTP hydrolysis, GDP FP detection. Q9ULH1. inhibition, % at 16.5 µM; in the data active = inhibition above about 25%;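 also: 0% = vehicle with enzyme and substrate and 100% = no enzyme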
NPR2 activator – GC-B (human) receptor activation | activation, % at 10 µM | HEK293-GC-B cells, CNP EC30, cGMP TR-FRET; 0% at EC30 CNP, 100% saturating CNP | 370,000 tested, 0.11% active | P20594;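 active = activation at 10 µM reaching about 35% in either raw or pattern-adjusted values, limit read from the data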
HGIII-sPLA2 inh – Blocks human group III sPLA2 activity; QFRET BODIPY PC-A2 liposome hydrolysis, fluorescence; inhibition, % at 12.2 µM; 370,000 tested, 0.56% active;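 active = inhibition above mean plus 3 SD of compounds lying within the high and low control bounds, cut at about 19% in these data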;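 also: 0% = median of test compound wells and 100% = no enzyme DMSO wells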
rCAG RNA binder – r(CAG) repeat RNA binding; TO-PRO-1 dye displacement fluorescence; inhibition, % at 3 µM; 370,000 tested, 1.3% active; AID 651821;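 active = inhibition above the plate cutoff, the mean of all test compounds on that plate plus 3 SD, cut at about 35% in these data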;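 also: 0% = DMSO alone and 100% = 100 µM mitoxantrone as full dye displacement; higher means more dye released from RNA so lower well fluorescence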
ADAM10 inh – ADAM10 inhibition, QFRET primary screen | O14672 | recombinant ADAM10, EDANS/DABCYL FRET peptide cleavage, 3 h | inhibition, % at 7 µM | 370,000 tested, 0.62% active | AID 720582;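 active = inhibition above a per-campaign cutoff equal to the mean of compounds falling between control-based bounds plus 3 SD, cut at about 20% in these data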;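 also: 0% = DMSO wells while the 100% control is not disclosed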
KLK7 zymogen act – activates the human kallikrein-7 zymogen. P49862. purified proKLK7, EDANS-DABCYL substrate fluorescence; 100% is mature enzyme control, 0% vehicle. activation, % at 7 µM. 370,000 tested, 0.9% active. AID 652039;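 active = activation above the mean of all tested compounds plus 3 SD, computed per campaign excluding outliers beyond control limits, cut at about 13% in these data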
ARFGAP1 inhibitor – rat ARFGAP1 inhibition. Q62848. Arfgap1-stimulated ARF1 GTP hydrolysis, GDP FP detection. inhibition, % at 16.5 µM. 360,000 tested, 0.26% active;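 active = inhibition above a per-plate limit, mean inhibition of low control wells plus 3 SD, cut at about 25% in these data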;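 also: 0% = DMSO wells with enzyme and 100% = wells lacking Arfgap1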
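Material: rat Arfgap1 catalytic domain, aa 1-136; also added: human ARF1(Δ1-17)-GTP substrate; compound dosing: one concentration, 16.5 µM, DMSO 1.26%; incubation: GTP hydrolysis reaction 2 h at 25 °C; measured by: Tracer-displacement fluorescence polarization with EDTA stop, 620/688 nm; evaluation: % inhibition from polarization; repeats: one replicate per compound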
GAA850 FXN act – frataxin GAA850 promoter activation | activation, % at 6 µM | HEK293 lucGAA850 FXN promoter luciferase reporter, 24 h; percent of 10 µM SAHA response | 360,000 tested, 0.56% active;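 active = activation above the average of all compounds screened plus 3 SD, cutoff fixed separately per campaign, cut at about 7.5% in these data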;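 also: 0% = DMSO wells and 100% = 10 µM SAHA wells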
* = called active by the depositor; i = inactive; . = no result given.

SMILES,ADAM10 inh,NPR2 activator,ASAP1 GAP inh,rCAG RNA binder,KLK7 zymogen act,Tn6 DDE FP,HGIII-sPLA2 inh,GAA850 FXN act,ARFGAP1 inhibitor,NPR1 activator
COc1ccc(C(=O)c2sc(Nc3ccccc3)nc2C)cc1,10,-6,6,3,0.4,-6,-11,3.7,13,3
Cc1cc(C)c(OCCCCCn2ccnc2)c(C)c1,1,0,7,-6,0.5,2,-25,0.7,-4,2
CCCCNC(=O)C1(C)CCCCN1C(=O)c1ccc2sccc2c1 (stereo not drawn),2,2,5,0,-0.5,-1,-1,-0.3,2,-4
COc1ccccc1C(=O)NNC(=O)CCN1C(=O)/C(=C\c2ccccc2)SC1=S,4,4,-20,2,0.8,-2,9,1.2,8,-2
CCOc1cc(CNn2cnnc2)cc(Br)c1OCC(=O)NC(C)(C)C,5,-4,-3,-7,0.0,-8,-1,0.8,7,1
CN(CC(=O)Nc1ccc(F)cc1)C(=O)Cc1ccsc1,-21,7,-11,4,0.1,1,10,-0.4,-3,-2
Cc1cccc(OC(C)C(=O)Nc2nc(-c3ccncc3)cs2)c1 (stereo not drawn),1,-4,-18,0,0.7,5,2,1.8,-5,2
O=c1oc2ccccc2c(NCc2ccccc2F)c1[N+](=O)[O-],-2,2,-4,3,-0.8,-2,18,2.5,14,5
COCc1[nH]nc2c1C1(CCSCC1)C(C#N)=C(N)O2,-7,2,-9,-1,-0.6,5,4,-2.1,0,3
O=C(Nc1nnc(C2CCCCC2)s1)c1ccco1,-7,8,0,-4,-0.4,-3,7,2.2,-1,-2
C=CCNC(=O)CN(c1ccccc1OCC)S(=O)(=O)c1ccc(C)cc1,5,-6,13,-5,0.0,-2,0,0.7,-2,-17
CC1=CC2C(C3C=CC2(C)C(=O)C3(C)O)C(C)(O)C1=O (stereo not drawn),-2,-1,-7,3,0.5,2,1,-1.4,15,-1
Cc1ccc(C(=O)OCC(=O)Nc2sc3c(c2C#N)CCCC3)cc1NC(=O)c1ccco1,19,0,4,29,0.1,-7,-7,1.9,-5,-7
N#CCC[C@@H]1CC[C@]2(CCCN(C(=O)c3cccnc3)C2)O1,3,-6,.,0,-0.3,7,-1,.,.,4
COc1ccccc1CNC(=O)C1CCCN1S(=O)(=O)c1ccc2c(c1)C(C)(C)C(=O)N2C (stereo not drawn),-10,-2,3,0,-0.2,-4,2,0.1,0,0
CC(C)(C)n1nnnc1CN1CCC(NC(=O)NC2CCCCC2)CC1,8,-5,0,-3,0.6,2,-2,-0.5,3,0
O=C(COc1ccc(F)cc1)NN1C(=O)CSC1=S,-4,1,-13,7,0.0,-1,-3,2.6,-16,2
CC(C)(C)c1ccc(C(=O)N2CCC(=O)N(C(CO)Cc3ccccc3)CC2)cc1 (stereo not drawn),4,8,-5,-9,0.5,-6,-6,-2.1,3,1
CCc1ccc(OCC(=O)O/N=C(\N)Cc2ccc([N+](=O)[O-])cc2)cc1,5,2,2,2,-0.1,3,0,-0.8,2,13
COc1cc(OC)c(NC(=S)Nc2cccc(C(C)=O)c2)cc1Cl,-1,3,0,12,-0.2,-3,0,-2.0,0,2
COc1ccc(NC(=O)c2cc(C3CCCCN3S(=O)(=O)c3ccccc3)on2)c(C)c1 (stereo not drawn),3,3,1,2,0.4,1,-11,-0.5,10,2
Cc1cc(C(=O)Nc2ccccc2C(F)(F)F)no1,0,2,-2,1,0.0,5,2,1.4,8,5
COc1ccc2[nH]c3c(N4CCC(O)(c5cccc(C(F)(F)F)c5)CC4)ncnc3c2c1,-294,-4,16,2,-7.4,-7,-26,-6.7,20,1
CCOc1ccc2[nH]c(C)c(CN3CCOCC3)c(=O)c2c1,-67,1,-11,3,2.3,-9,2,-1.6,4,3
Cc1cccc(C)c1NC(=O)Nc1nc(C(N)c2ccccc2Cl)cs1 (stereo not drawn),4,3,6,15,-0.6,2,7,-0.2,-8,-4
CCc1ccccc1NC(=O)CN(C)C(=O)COC(=O)c1ccco1,-4,2,-4,0,0.7,5,9,0.3,13,-1
COCCCNC(=O)c1ccc2c(=O)n(Cc3ccccc3OC)c(=S)[nH]c2c1,-9,1,-20,2,0.4,-3,8,-0.2,0,17
Cc1ncc(CO)c(CNc2ccc(-c3nc4ccccc4[nH]3)cc2)c1O,-126,-1,-5,0,-0.5,-6,-2,5.9,11,-2
O=C(/C=C/c1ccccc1)NCCSCc1ccccc1,-4,4,-5,-7,0.1,5,-4,1.3,-1,0
COc1cc(OC)nc(NC(=O)COC(=O)C2CCCCC2)n1,-17,0,-4,-6,-0.1,-4,2,-1.4,2,3
COc1cccc(N2CCN(C(=O)C3CCC(=O)N(C4CCCCCC4)C3)CC2)c1 (stereo not drawn),-12,-1,-3,-10,0.5,-4,-3,1.5,-1,1
COc1ccc(C(c2nnnn2CC2CCCO2)N2CCN(c3cccc(C)c3C)CC2)cc1 (stereo not drawn),12,2,-3,-2,0.3,3,-4,0.4,0,-5
CC(C)Oc1cccc(C(=O)O)c1,3,10,-1,1,-0.7,0,5,-4.9,4,1
COC(=O)c1c(C)oc2ccc(N(C(C)=O)S(=O)(=O)c3ccccc3)cc12,6,2,10,1,-0.3,-1,2,-0.4,1,3
CC1(C(=O)NS(=O)(=O)c2cccs2)CCN1C(=O)Cc1ccc(Cl)cc1Cl (stereo not drawn),-1,3,-6,10,-0.2,8,-1,0.9,-10,-1
C=CCN1C(=O)[C@H](CC(=O)N2CCCCC2)[C@@]2(C(=O)OCC)CCCC=C12,-1,2,.,-1,0.5,3,8,.,.,3
COc1ccc(CN(C)C2CCCCC2)c(C)c1C,3,-5,-1,-1,0.5,-1,9,2.4,2,-5
COC(=O)c1ccc(CO/N=C2\CCCc3nonc32)cc1,1,7,7,12,0.1,-5,-2,5.2,5,5
CCC(C(=O)NCCCc1ccccc1)c1ccccc1 (stereo not drawn),4,2,8,-1,0.7,1,-10,-1.8,-3,1
COc1ccc(CCn2c(N)c(C(=O)NCc3ccco3)c3nc4ccccc4nc32)cc1,i,3,6,20,-32,5,-21,-3.6,5,1

Grouped by structure, the entries above containing two or more sulfur atoms
SMILES,ADAM10 inh,NPR2 activator,ASAP1 GAP inh,rCAG RNA binder,KLK7 zymogen act,Tn6 DDE FP,HGIII-sPLA2 inh,GAA850 FXN act,ARFGAP1 inhibitor,NPR1 activator
COc1ccccc1C(=O)NNC(=O)CCN1C(=O)/C(=C\c2ccccc2)SC1=S,4,4,-20,2,0.8,-2,9,1.2,8,-2
O=C(COc1ccc(F)cc1)NN1C(=O)CSC1=S,-4,1,-13,7,0.0,-1,-3,2.6,-16,2
CC1(C(=O)NS(=O)(=O)c2cccs2)CCN1C(=O)Cc1ccc(Cl)cc1Cl (stereo not drawn),-1,3,-6,10,-0.2,8,-1,0.9,-10,-1

The list goes on.
SMILES,ADAM10 inh,NPR2 activator,ASAP1 GAP inh,rCAG RNA binder,KLK7 zymogen act,Tn6 DDE FP,HGIII-sPLA2 inh,GAA850 FXN act,ARFGAP1 inhibitor,NPR1 activator
O=C(O)C1C2C=CC(C2)C1C(=O)OC1CC2CCC1C2 (stereo not drawn),1,7,-6,-3,-0.5,0,6,2.4,-2,5
O=C(Cc1cccc2ccccc12)Nc1ccc2c(c1)C(=O)NC2=O,-11,-5,1,9,-0.8,0,-5,-0.5,1,12
Cc1noc(/C=C/N(C)C)c1S(=O)(=O)N1CCCC(C(=O)N2CCCCC2)C1 (stereo not drawn),-6,-11,2,8,-0.1,-2,5,-0.9,-7,1
S=c1nc[nH]c2c1ncn2C1CCCO1 (stereo not drawn),0,-1,-6,3,0.0,3,7,-2.0,7,1
CCC(C(=O)OCC(=O)c1c(N)n(CC(C)C)c(=O)n(C)c1=O)c1ccccc1 (stereo not drawn),-3,-3,-10,-10,-0.1,-6,7,-2.7,11,2
CCc1noc(C)c1C(=O)Nc1nc2c(C)cc(C)cc2s1,-7,4,1,0,0.4,0,-9,-1.4,10,2
Cn1c(=O)c2ncn(CC(=O)NCCOCc3ccccc3Cl)c2n(C)c1=O,-6,4,5,0,-0.2,6,3,2.5,2,-1
Cc1ccc(/C=N/NC(=S)N2CCOCC2)cc1,0,-1,-9,5,0.2,7,-4,5.6,-2,12
Cc1ccc(-c2csc3nc(C)n(-n4c(C)ccc4C)c(=O)c23)o1,6,7,-2,0,0.6,0,-8,-4.2,-7,4
CCOc1ccc(-n2c(SCC(=O)Nc3ccccc3-c3ccccc3)nnc2-c2ccccc2)cc1,18,-9,.,5,0.4,0,-14,.,.,-15
COc1cc(/C=C(\NC(=O)c2ccccc2)C(=O)NC(C(=O)O)c2ccccc2)cc(OC)c1OC (stereo not drawn),-22,8,-3,9,-0.7,6,1,-0.1,4,-5
COc1ccc2cc(C(N)=O)/c(=N\NC(=O)c3ccccc3)oc2c1,i,3,-7,-1,4.2,-11,-5,-2.4,10,-8
COC(=O)c1ccc(NC(=O)Nc2ccc3c(c2)OCO3)cc1,3,0,7,3,0.3,-6,-19,0.7,6,1
O=S1(=O)c2ccc(N3CCSCC3)cc2Oc2ccccc2CN1Cc1cn(Cc2cccc(F)c2)nn1,3,4,.,15,-1.3,1,-6,.,.,2
COc1ccc(S(=O)(=O)N2CCN(C/C=C/c3ccccc3)CC2)cc1F,5,2,8,-6,-0.3,-2,-13,0.5,-7,-4
NC(=NC(=O)c1ccccc1)C1=C(O)CCC1=O,-4,-11,-8,2,-0.8,-4,10,-1.4,6,0
CCCCN1C(N)=NC[C@H]1Cc1ccc(O)cc1,-3,3,-4,-1,0.4,8,5,1.2,-7,1
CSc1nc2ccc(NC(=O)c3cc4ccccc4o3)cc2s1,1,1,-26,9,0.0,5,-4,2.1,-9,1
CC(C)(C)OC(=O)N[C@@H](Cc1ccccc1)C(=O)N1CCC(C(=O)O)CC1,-3,6,3,2,0.4,1,9,-4.1,13,7
CCOc1ccccc1OCCn1nc2ccccc2n1,-8,-1,2,-1,0.2,-3,1,2.1,-7,-3
O=C(Cc1ccccc1F)Nc1ccc2c(c1)CCC2,-1,3,-6,-1,-0.6,-7,-1,3.2,14,1
CCN(CC)C(=O)CSc1nc2[nH]ncc2c(=O)[nH]1,1,4,-2,1,0.2,-4,5,-0.8,9,2
CCn1nc(NS(=O)(=O)c2ccc(F)cc2)c2cc3cccc(C)c3nc21,-2,1,-7,63*,0.2,0,-20,-0.6,-21,-3
Oc1ccc(Nc2ncnc3scc(-c4ccccc4)c23)cc1,2,0,-4,1,-0.4,6,-25,-2.8,2,1
O=S(=O)(c1ccc(F)cc1)N1CCc2ccccc2C1,-6,0,-7,4,0.2,-1,12,0.9,12,2
OC1C2COC(O2)C2OC(c3ccccc3)OC12 (stereo not drawn),-12,-4,2,2,-0.6,6,2,2.4,1,7
COc1ccc(-c2nnnn2C(C)C)cc1,-2,4,-14,0,0.0,-6,6,2.4,-2,3
Cc1ccc(CSc2nnc3nc(C)cc(C)n23)cc1,-15,0,11,8,0.0,-11,7,0.7,14,4
